Rv3671c protease – Rv3671c (M. tuberculosis) protease inhibition; P9WHR9; AID 2606; inhibition, % at 5.96 µM; 0.048% of 320,000 active; in the data active = inhibition above about 38%;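 note: extracellular domain of Rv3671c used as enzyme; 0% = enzyme with DMSO and 100% = no enzyme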
BoNT A protease – BoNT A light chain protease inhibition; multiplex microsphere protease substrate cleavage, flow cytometry; inhibition, % at 10 µM; 0.17% of 360,000 active; AID 588499; note: plate controls were buffer without enzyme for full effect and enzyme alone for no effect
CCHF vOTU inh – blocks the CCHF virus ovarian tumor domain protease | CCHFV vOTU protease, Pep-AMC fluorescence | 0.55% of 370,000 active | inhibition, % at 11.5 µM; in the data active = inhibition above about 30%; note: 0% = vehicle wells with enzyme and 100% = no enzyme wells
BoNT-F LC inh – BoNT F light chain protease inhibition. Multiplex microsphere protease cleavage assay, flow cytometry. inhibition, % at 10 µM. 0.22% of 360,000 active. AID 588497; in the data active = inhibition above about 35%, passing the limit was not always enough; inconclusive = no clear call, values can overlap the other calls; note: plate controls were buffer without enzyme for full effect and enzyme alone for no effect
PrPC TRFRET – inhibitors of human cell surface prion protein PrPC. TR-FRET read-out. inhibition, % at 13.8 µM. 0.43% of 370,000 active; in the data active = inhibition above about 24%; note: 0% = median of the test wells and 100% = reference compound wells
SSB-PriA inh – inhibitors of Klebsiella pneumoniae PriA binding to SSB C-terminal tail; AlphaScreen SSBct-PriA binding, biotinylated peptide; inhibition, % at 33 µM; 0.6% of 430,000 active; AID 1272365; in the data active = inhibition mostly above about 37%, no sharp cut-off; inactive = mostly below about 20%;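 note: plate controls were negative control peptide for no effect and reference peptide for full effect; strong numbers were not always called active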
SARS 3CLpro inh – SARS-CoV 3CLpro protease inhibition | 0.14% of 290,000 active | inhibition, % at 6 µM | recombinant SARS-CoV 3CLpro, quenched FRET peptide cleavage | P0C6X7; in the data active = inhibition above about 12%
Anthrax LF prot – blocks Bacillus anthracis lethal factor protease | P15917 | multiplex microsphere protease cleavage assay, LF | inhibition, % at 10 µM | 0.12% of 360,000 active; note: plate controls were buffer without enzyme for full effect and enzyme alone for no effect
Target sequence (P15917 whole entry, looked up): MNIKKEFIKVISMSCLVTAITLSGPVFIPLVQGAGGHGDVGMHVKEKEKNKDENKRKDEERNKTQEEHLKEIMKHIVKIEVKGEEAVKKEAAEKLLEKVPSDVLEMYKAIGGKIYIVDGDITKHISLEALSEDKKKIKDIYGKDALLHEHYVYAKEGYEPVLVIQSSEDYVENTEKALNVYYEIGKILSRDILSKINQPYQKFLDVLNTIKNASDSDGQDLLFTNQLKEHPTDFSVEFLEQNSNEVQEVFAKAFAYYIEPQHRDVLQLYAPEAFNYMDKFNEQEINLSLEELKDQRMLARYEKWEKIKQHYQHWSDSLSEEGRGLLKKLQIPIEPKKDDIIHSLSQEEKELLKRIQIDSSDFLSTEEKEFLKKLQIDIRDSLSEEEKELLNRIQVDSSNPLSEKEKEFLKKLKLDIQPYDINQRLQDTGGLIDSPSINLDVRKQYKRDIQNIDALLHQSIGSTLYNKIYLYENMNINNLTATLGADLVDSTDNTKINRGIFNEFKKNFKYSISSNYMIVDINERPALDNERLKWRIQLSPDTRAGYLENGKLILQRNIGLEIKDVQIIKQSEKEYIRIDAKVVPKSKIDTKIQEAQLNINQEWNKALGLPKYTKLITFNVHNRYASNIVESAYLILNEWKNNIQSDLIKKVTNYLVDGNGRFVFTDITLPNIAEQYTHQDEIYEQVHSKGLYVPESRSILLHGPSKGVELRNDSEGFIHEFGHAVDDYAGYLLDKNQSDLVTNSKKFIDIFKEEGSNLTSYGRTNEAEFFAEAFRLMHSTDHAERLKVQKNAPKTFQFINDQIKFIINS
MazEF act – activators of E. coli MazEF toxin-antitoxin RNase | P0AE70 | 0.32% of 350,000 active | activation, % at 20 µM | FAM/BHQ RNA-DNA oligo cleavage fluorescence, 5 h; in the data active = activation above about 50%
Target sequence (P0AE70 whole entry, looked up): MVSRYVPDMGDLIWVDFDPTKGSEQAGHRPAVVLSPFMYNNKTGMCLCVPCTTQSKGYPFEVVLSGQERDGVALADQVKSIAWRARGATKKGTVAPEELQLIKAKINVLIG
VHR inh abs – DUSP3 (human) phosphatase inhibition. P51452. recombinant VHR phosphatase, pNPP absorbance. inhibition, % at 13.3 µM. 0.52% of 290,000 active. AID 1654; in the data active = inhibition above about 50%; note: some compounds called inactive have numbers as strong as hits
Target sequence (P51452 whole entry, looked up): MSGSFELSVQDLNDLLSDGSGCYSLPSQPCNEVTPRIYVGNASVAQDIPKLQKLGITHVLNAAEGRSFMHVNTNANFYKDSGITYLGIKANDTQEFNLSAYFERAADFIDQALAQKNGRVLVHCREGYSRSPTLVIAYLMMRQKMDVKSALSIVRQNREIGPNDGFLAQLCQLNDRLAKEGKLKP
* marks the source's active call; other numbers are inactive results; u = inconclusive; x = no result given. Cut-off read from the data, not from the text of the source, unless noted: active = inhibition above about 30%; inconclusive = no clear call, values can overlap the other calls; inactive = below that. The list is partial, so the mix of outcomes need not match the whole.

Preview (4 entries):
SMILES | Rv3671c protease | BoNT A protease | CCHF vOTU inh | BoNT-F LC inh | PrPC TRFRET | SSB-PriA inh | SARS 3CLpro inh | Anthrax LF prot | MazEF act | VHR inh abs
COc1ccc(C2C(C(=O)N3CCN(c4ccccn4)CC3)CCC(=O)N2c2ccc(OC)cc2)cc1 (centres undefined) | -5 | 0.3 | -1 | 5 | -3 | 4 | -2 | 1 | 5 | 6
C[C@H]1CN[C@H](CCO)/C1=C\c1ccccc1 | x | -0.1 | 11 | -5 | 3 | -5 | x | -3 | 7 | x
CC(C)C(=O)OCc1cn(-c2ccc(Cl)c(Cl)c2)nn1 | -6 | 0.2 | -8 | -2 | 3 | -4 | 3 | -2 | 7 | 6
CC(C)(C)NC(=O)C1Cc2ccccc2CN1C(=O)Nc1ccccc1Cl (centres undefined) | 6 | 0.2 | -6 | 5 | -4 | 6 | -2 | -4 | -9 | 5

The listing, repeating the preview:
SMILES | Rv3671c protease | BoNT A protease | CCHF vOTU inh | BoNT-F LC inh | PrPC TRFRET | SSB-PriA inh | SARS 3CLpro inh | Anthrax LF prot | MazEF act | VHR inh abs
COc1ccc(C2C(C(=O)N3CCN(c4ccccn4)CC3)CCC(=O)N2c2ccc(OC)cc2)cc1 (centres undefined) | -5 | 0.3 | -1 | 5 | -3 | 4 | -2 | 1 | 5 | 6
C[C@H]1CN[C@H](CCO)/C1=C\c1ccccc1 | x | -0.1 | 11 | -5 | 3 | -5 | x | -3 | 7 | x
CC(C)C(=O)OCc1cn(-c2ccc(Cl)c(Cl)c2)nn1 | -6 | 0.2 | -8 | -2 | 3 | -4 | 3 | -2 | 7 | 6
CC(C)(C)NC(=O)C1Cc2ccccc2CN1C(=O)Nc1ccccc1Cl (centres undefined) | 6 | 0.2 | -6 | 5 | -4 | 6 | -2 | -4 | -9 | 5
CCOc1ccc2cc(C3CC(c4ccco4)=NN3S(=O)(=O)c3ccccc3)c(Cl)nc2c1 (centres undefined) | -15 | 0.1 | -14 | -2 | -2 | -3 | -3 | -1 | -9 | -2
COc1cc(C(CC(=O)N2CCCC2)c2c(OC)cc(OC)c3ccc(=O)oc23)cc(OC)c1OC (centres undefined) | 0 | 0.4 | -1 | -1 | 1 | -21 | x | 1 | 16 | 0
Cn1nnc(NC(=O)c2ccc(C(C)(C)C)cc2)n1 | 4 | 0.4 | 1 | -3 | 8 | -1 | -3 | 1 | 4 | 2
CN(C)C(=O)c1cc(C(=O)c2ccccc2C(F)(F)F)c[nH]1 | 4 | 0.6 | 2 | -1 | 2 | -23 | -2 | -1 | 9 | 13
CCCCOc1ccc(CSc2n[nH]c(C)n2)cc1 | 6 | -0.3 | -1 | -10 | 9 | -12 | -1 | -7 | 1 | -4
O=C(c1ccco1)N1CCN(C2CN(Cc3cn(Cc4ccccc4C(F)(F)F)nn3)S(=O)(=O)C2)CC1 (centres undefined) | x | -0.3 | -5 | -5 | -3 | x | x | -1 | x | x
N#Cc1ccc(Nc2nc(-c3ccccc3)c(C(=O)c3ccccc3)s2)cc1 | x | 18 | -9 | 15 | -6 | x | x | 26 | x | x
CC(C)CC1Nc2ccc(C(=O)NCc3ccc4c(c3)OCO4)cc2NC1=O (centres undefined) | -3 | 3.7 | x | -2 | x | 1 | -5 | -5 | 6 | 12
COc1ccc(C(=O)N/N=C/C(=O)c2ccccc2)cc1 | x | 2.9 | 0 | 8 | 3 | x | 0 | -3 | 1 | 17
CC(=NNC(=O)c1ccncc1)c1cccc(Cl)c1 | x | -0.3 | 0 | 4 | -19 | -16 | x | 2 | 10 | x
O=C(N=C1SC2CS(=O)(=O)CC2N1Cc1ccccc1Cl)C1CC1 (centres undefined) | -5 | -2.2 | 27 | -2 | -4 | -8 | -1 | -4 | -3 | 3
CC(C)c1ccc(S(=O)(=O)NCc2ccc3c(c2)OCO3)cc1 | 1 | -0.4 | -2 | u | -2 | 5 | -1 | 2 | 3 | 0
N#CCCC(CCC#N)(CCC#N)c1cc[n+](CCc2ccccn2)cc1 | 4 | 0.1 | 1 | -9 | -4 | -15 | x | 11 | 0 | x
O=C(Nc1ccc(Oc2ccccc2)cc1)C1CCN(c2c3c(nc4ncnn24)CCC3)CC1 | -7 | 0.0 | 5 | -16 | -7 | -6 | -2 | 1 | -2 | 32
O=C(CN1CCOCC1)c1cccc2ccccc12 | 1 | 1.0 | 4 | 8 | -2 | -5 | 1 | -2 | 2 | 4
NS(=O)(=O)c1ccc(NC(=O)CN2CCCC2)cc1 | 14 | -0.7 | -12 | 3 | -2 | 3 | 2 | 2 | 6 | 22
COc1cccc(NC(=O)C2(C)CCN2C(=O)CC2CCCC2)c1 (centres undefined) | x | 0.1 | -7 | -11 | 9 | x | x | -1 | x | x
Cc1ccc2cc(C=O)c(N(C)C)nc2c1 | 0 | 2.6 | -19 | -5 | -4 | -6 | -11 | 2 | 4 | -8
CN(CCc1ccccn1)C(=O)c1ccc(OC2CCN(Cc3ccccn3)CC2)cc1 | x | 1.1 | 9 | -4 | 1 | 7 | -1 | u | -7 | 16
N#Cc1nc(Cc2ccccc2)oc1NCc1ccccc1 | -5 | -0.3 | -2 | 6 | 9 | 11 | 2 | -3 | -7 | -4
O=C(CCN1C(=O)c2ccccc2C1=O)NCCC1=CCCCC1 | -1 | 7.7 | -1 | 8 | 0 | -14 | 1 | -16 | -7 | 12
CCOC(=O)c1cnc(SCc2nc(N)nc(Nc3ccc(F)cc3)n2)nc1N | -12 | 1.9 | -1 | 2 | 15 | -8 | 5 | 1 | -64 | 20
O=C(Nc1cccnc1)c1ccc(COc2ccccc2Br)cc1 | -24 | -1.4 | 10 | -20 | 20 | 8 | 1 | 13 | -20 | 17
O=C(Nc1ccc(OC(F)(F)F)cc1)Oc1ccccc1N1CCCCC1 | -1 | x | -4 | x | 5 | -24 | -5 | x | -3 | 4
COc1cc2c(cc1OC)CN(C(=O)c1cc(Cl)nc(Cl)c1)CC2 | 2 | 1.3 | 3 | -11 | -5 | -9 | -1 | 9 | 6 | -1
COC(=O)Cc1cc(C)cc2c(=O)cc(-c3ccoc3)oc12 | -3 | x | -2 | x | -1 | 7 | x | x | -26 | x
Nc1ccc(S(=O)(=O)N2CCOCCOCCOCCOCCOCC2)cc1 | 3 | -0.1 | -7 | 20 | 7 | -15 | 3 | -1 | 16 | 26
Cc1cccc2nc3ccccc3cc12 | 7 | -0.5 | -100 | u | 11 | -9 | x | -10 | -1 | x
COc1cccc(C(=O)N2C(C(C)C)COc3cc(Br)ccc3S2(=O)=O)c1 (centres undefined) | x | -0.3 | 3 | -4 | -1 | x | x | 4 | -2 | x
Cc1csc(NC(=O)c2ccc(S(=O)(=O)N3CCCC3)cc2)n1 | 3 | 0.7 | 12 | 3 | 3 | 2 | 1 | -4 | -1 | 9
Cc1ccc(Cn2ccc(NC(=O)c3noc4c3CCc3ccccc3-4)n2)cc1 | 0 | -1.1 | -18 | 0 | -4 | 0 | -2 | 3 | 6 | 8
COc1ccc(Br)c(-c2nc(CS(=O)(=O)c3ccc(F)cc3)no2)c1 | 4 | -0.6 | -10 | -1 | 2 | -14 | -1 | 8 | 3 | -1
CCCCOCCCNC(=O)C[C@@H]1C[C@@]2(C(=O)OCC)CCCC=C2N(Cc2ccc3c(c2)OCO3)C1=O | x | -0.8 | 14 | -7 | 2 | x | x | -6 | x | x
Cc1noc(C)c1-c1ccc2nc[nH]c(=O)c2c1 | 1 | 0.4 | -2 | -2 | -2 | -8 | x | -2 | 2 | x
CN1CCN(C(=O)/C(C#N)=C/c2ccc(OC(F)F)cc2)CC1 | x | -1.7 | 3 | -11 | 0 | -2 | 2 | -6 | -4 | -5
COc1cc(NC(C)=O)c2ncccc2c1NC(C)=O | -8 | -2.6 | -7 | -12 | -6 | -5 | -3 | -10 | 8 | 7
C#CCCOC(=O)N1C2=NC(C(=O)OC)=C(C(=O)OC)[C@@H]3Nc4ccccc4[C@]23C[C@H]1C(=O)OC | 1 | 0.3 | -5 | -6 | -1 | -15 | x | -3 | 9 | x
CCOC(=O)c1nn(-c2ccc(C)c(C)c2)c(=O)c2c(N)scc12 | -19 | 1.1 | 20 | 4 | -21 | -16 | 0 | 0 | 10 | 29
CCc1ccc2c(c1)Sc1ccccc1CC2N1CCN(C)CC1 (centres undefined) | 0 | 0.8 | 3 | -1 | -6 | 5 | x | 2 | 7 | x
Cc1nnc(SC(C)C(=O)NC2CCCc3ccccc32)n1-c1ccccc1 (centres undefined) | 1 | -0.3 | 3 | -1 | 2 | -19 | 2 | 0 | -3 | 0
CCS(=O)(=O)c1nc(S(=O)(=O)c2ccc(Cl)cc2)c(NCc2ccco2)s1 | -5 | -0.2 | -10 | -9 | 3 | -4 | 8 | -2 | 6 | -1
COc1ccc(CNC(=O)C(c2ccco2)N(C(=O)Cc2cccs2)c2cccnc2)cc1 (centres undefined) | 2 | -1.2 | -4 | -5 | -2 | -7 | 1 | -3 | 4 | -1
COc1cccc(-c2nnc(Nc3nc4c(F)cccc4s3)o2)c1 | 3 | 0.7 | -12 | 11 | 0 | -6 | -3 | 3 | -3 | 13
COC(=O)c1sc(S(=O)(=O)N2CCN(c3ccc(OC)cc3)CC2)c(C(=O)OC)c1C | -7 | -1.3 | -4 | -10 | -6 | 0 | -3 | -4 | -3 | -2
CCn1cc(S(=O)(=O)NCCc2ccc(F)cc2)cn1 | 2 | -3.8 | 20 | -2 | 3 | -4 | 1 | 0 | 4 | 26
COc1ccccc1S(=O)(=O)N(C)C[C@H]1OCc2cn(nn2)CCCC(=O)N([C@H](C)CO)C[C@@H]1C | x | -0.1 | -7 | 1 | 3 | x | x | -1 | 4 | x
CCOc1ccc(S(=O)(=O)NCCC(=O)N2CCCN(C)CC2)cc1 | -9 | 0.1 | -3 | 12 | -5 | -9 | -7 | 12 | -16 | 12
CCOc1cc(C2C(C(=O)c3ccco3)=C(O)C(=O)N2CCc2ccccc2)ccc1O (centres undefined) | 3 | 0.3 | 26 | -3 | 3 | -7 | -1 | 0 | 8 | 19
Cc1ccc(N=Nc2c(N)nn3c(C)cc(C)nc23)cc1 | -7 | 0.0 | 9 | -1 | -15 | 2 | 0 | -2 | 8 | -6
CCOc1ccccc1N(C)C(=O)c1nn(-c2ccc(OC)cc2OC)c(=O)c2ccccc12 | 11 | -0.7 | -6 | -5 | 7 | -5 | 3 | -2 | -2 | -1
COc1ccc(N2C(=O)c3ccc(C(=O)Nc4ccccc4OC)cc3C2=O)cc1 | -1 | 4.3 | -14 | u | -3 | 1 | 4 | -12 | -4 | 39
O=C(CN1CCOCC1)Nc1ccc(F)cc1 | 1 | 3.1 | 6 | -9 | -8 | -2 | 1 | -7 | -2 | 7
COC(=O)[C@@H]1C[C@]2(OC(=O)c3ccccc3)C=CC(=O)C[C@@H]2N1C(=O)OCc1ccccc1 | -3 | 0.2 | 3 | -5 | 4 | -5 | 0 | -2 | 1 | 9
Cc1ccc(C)c(N(Cc2cc3ccc(C)cc3[nH]c2=O)C(=O)c2ccco2)c1 | 2 | -0.5 | 13 | 1 | 0 | -7 | 2 | -6 | 8 | 22
CCCCn1c(N)c(-c2nc3ccccc3o2)c2c([N+](=O)[O-])nn(C)c(=O)c21 | -1 | 0.4 | -7 | -3 | 3 | -2 | 1 | -1 | 15 | 55*
COc1ccc(/C=N/Nc2ncnc3scc(-c4ccccc4)c23)cc1OC | 5 | -1.6 | -6 | -4 | -1 | x | -3 | -4 | 3 | 26
Cc1cc(NC(=O)c2cc(-c3ccco3)on2)n(-c2ccccc2)n1 | -3 | -0.7 | -13 | 0 | -1 | 1 | 1 | -3 | 20 | 13

Taken from the listing (2 entries):
SMILES | Rv3671c protease | BoNT A protease | CCHF vOTU inh | BoNT-F LC inh | PrPC TRFRET | SSB-PriA inh | SARS 3CLpro inh | Anthrax LF prot | MazEF act | VHR inh abs
CCOc1cc(C2C(C(=O)c3ccco3)=C(O)C(=O)N2CCc2ccccc2)ccc1O (centres undefined) | 3 | 0.3 | 26 | -3 | 3 | -7 | -1 | 0 | 8 | 19
Cc1ccc(N=Nc2c(N)nn3c(C)cc(C)nc23)cc1 | -7 | 0.0 | 9 | -1 | -15 | 2 | 0 | -2 | 8 | -6

Assay outcomes: PubChem BioAssay, several laboratories
